# OXTR agonist: human OXTR agonists, primary screen, fluorescence, CHO-OTR cells, Fluo-8 calcium | Fluo-8 calcium fluorescence; normalized: DMSO 0%, oxytocin 100% | AID 2435, 2010 | Oxytocin receptor (Homo sapiens), P30559 | hit rate 0.32% among 320,000 | activation, % at 3 µM;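 active means activation above the mean of all tested compounds plus 3 SD, cutoff set per screening run, cut at about 20% in these data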;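 further: peak over basal fluorescence ratio from a 100 s FLIPR kinetic read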
# V1aR counter: agonists of human V1a receptor, primary screen, counter-screen for OXTR agonist project, fluorescence, CHO-V1R cells | Vasopressin V1a receptor (Homo sapiens), P37288 | Fluo-8 calcium fluorescence, agonist mode; 0% DMSO, 100% 3 nM vasopressin | activation, % at 3 µM | hit rate 0.25% among 320,000;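 active means activation above the mean activation of all tested compounds plus 3 SD, per screening run, cut at about 20% in these data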;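 further: signal is peak over basal fluorescence ratio across a 100 second FLIPR read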
# Target sequence (P37288 whole entry, looked up): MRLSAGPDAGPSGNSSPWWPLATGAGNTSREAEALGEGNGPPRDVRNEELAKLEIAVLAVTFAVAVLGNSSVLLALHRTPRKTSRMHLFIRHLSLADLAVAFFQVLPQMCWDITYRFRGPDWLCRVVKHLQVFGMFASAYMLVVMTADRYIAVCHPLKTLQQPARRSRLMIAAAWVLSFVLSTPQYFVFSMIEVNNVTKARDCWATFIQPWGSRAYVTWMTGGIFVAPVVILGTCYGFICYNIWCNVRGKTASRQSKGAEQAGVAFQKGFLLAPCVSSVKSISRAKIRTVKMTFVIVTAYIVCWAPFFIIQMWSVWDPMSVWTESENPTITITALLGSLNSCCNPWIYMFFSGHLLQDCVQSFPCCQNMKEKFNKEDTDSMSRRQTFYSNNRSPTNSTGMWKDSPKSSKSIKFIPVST
# GalR3 antag: GalR3 antagonists in HEK293 cells, primary screen, cell-based, fluorescence readout | Galanin receptor type 3 (Homo sapiens), O60755 | HEK293 GalR3-CNG cAMP membrane potential fluorescence; galR3 body fused to GalR1 C-terminus | inhibition, % at 3 µM | hit rate 0.44% among 360,000;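 active means inhibition above the screen-wide average plus 3 SD, cut at about 13% in these data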;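 further: forskolin and galanin both at EC90 stimulate the cells; cAMP rise reported by CNG channel membrane potential dye signal; 0% = forskolin plus galanin with DMSO and 100% = forskolin alone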
# Target sequence (O60755 1-299 limits assumed): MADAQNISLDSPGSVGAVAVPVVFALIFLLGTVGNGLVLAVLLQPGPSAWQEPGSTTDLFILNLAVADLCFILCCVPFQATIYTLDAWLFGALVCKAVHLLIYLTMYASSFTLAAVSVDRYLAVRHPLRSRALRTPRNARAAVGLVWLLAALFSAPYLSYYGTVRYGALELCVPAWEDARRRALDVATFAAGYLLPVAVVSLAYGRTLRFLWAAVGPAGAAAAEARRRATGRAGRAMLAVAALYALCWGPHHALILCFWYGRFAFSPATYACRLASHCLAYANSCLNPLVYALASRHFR
# * = called active by the depositor.
canonical_smiles	OXTR agonist	V1aR counter	GalR3 antag
Cc1ccc(NC(=O)[C@@H]2CCCN2S(=O)(=O)c2ccc(Cl)cc2)cc1	-1.5	-0.2	-7.2
CC(=O)NC(CC(=O)OCC(=O)c1cc(C)ccc1C)c1ccccc1 (stereo not drawn)	1.9	1.1	-4.3
NC(=O)C1CCN(C(=O)c2ccc(NS(=O)(=O)c3ccc(F)cc3)cc2)CC1	0.8	1.1	0.7
Cc1ccc(S(=O)(=O)CCC(=O)OCC(=O)NC(=O)c2ccccc2)cc1	0.0	1.0	-2.0
CC(CNC(=O)CCc1ccccc1)NC(=O)CCc1ccccc1 (stereo not drawn)	-0.2	-0.1	-3.7
CC(=O)c1c[nH]c(C(=O)Nc2ccc(N3CCCCCC3)cc2)c1	2.3	2.0	-1.3
CN(CC(=O)Nc1ccccc1Cl)C(=O)COC(=O)CSc1ccc(Cl)cc1	3.5	5.0	-4.9
O=S(=O)(NC1CCN(S(=O)(=O)c2c(F)cccc2F)CC1)c1ccc2c(c1)OCCO2	8.1	7.9	5.9
Cc1ccc(C(=O)c2ccccc2C(=O)OCC(=O)N2C(C)CCCC2C)cc1 (stereo not drawn)	-2.8	-0.2	-6.1
CC(OC(=O)c1nc(Cl)ccc1Cl)C(=O)Nc1ccccc1F (stereo not drawn)	-1.0	-0.7	-0.4

# Following part.
canonical_smiles	OXTR agonist	V1aR counter	GalR3 antag
Cc1ccc2nc3n(c(=O)c2c1)-c1cc(Cl)ccc1C(=O)NC3Cc1ccc(O)cc1 (stereo not drawn)	2.6	1.7	-6.6
CCN1C(=O)[C@@H]2[C@@H](c3ccc(-c4ccc(Cl)c(Cl)c4)cc3)N3CCC[C@@]3(C(=O)OC)[C@@H]2C1=O	1.9	1.9	-1.9
CN(C(=O)COC(=O)c1ccccc1NCc1ccco1)c1c(N)n(Cc2ccccc2)c(=O)[nH]c1=O	-1.1	-0.8	-2.0
CC1CCCN(C(=O)c2cn(-c3ccccc3)nc2-c2cccnc2)C1 (stereo not drawn)	-1.1	0.4	-4.7
Cc1nc2ccccc2c(=O)n1-c1cccc(NS(=O)(=O)c2ccccc2)c1	-1.9	-1.4	0.1
Cc1nnc(SCC(=O)NC2CCC(C)CC2)s1 (stereo not drawn)	-0.1	0.9	-2.2
CCOC(=O)[C@H]1[C@H]2COc3cc(OC)ccc3[C@@H]2N2C(=O)c3cc(C)ccc3NC(=O)[C@@]12C	-0.9	-1.1	-6.4
Cc1cccc(C)c1NC(=O)CNC(=O)C1CCCN(C(=O)c2ccc(Cl)cc2)C1 (stereo not drawn)	-0.2	0.1	-6.5
O=C(Nc1ccc(Br)cc1Cl)c1ccc(OCC2CCCO2)cc1 (stereo not drawn)	1.8	4.5	-0.8
Cc1c(N(C)S(=O)(=O)c2cc(C(=O)Nc3ccccn3)ccc2Cl)c(=O)n(-c2ccccc2)n1C	0.3	-1.0	-1.1

# The listing continues:
canonical_smiles	OXTR agonist	V1aR counter	GalR3 antag
CN(Cc1ccccc1)C(=O)c1[nH]cnc1C(=O)NCCCCCNC(=O)OC(C)(C)C	2.7	2.1	-4.5
CC1(C)CC(=O)C=C(c2ccc3ncccc3c2)C1	0.5	-0.3	-7.0
C[C@@H]1CC[C@]2(C(=O)O[C@@H]3O[C@H](CO)[C@@H](O)[C@H](O)[C@H]3O)CC[C@]3(C)C(=CCC4[C@@]5(C)CC[C@H](O[C@@H]6OC[C@H](O)[C@H](O[C@@H]7O[C@H](CO)[C@@H](O)[C@H](O)[C@H]7O)[C@H]6O)C(C)(C)C5CC[C@]43C)C2[C@]1(C)O (stereo partly drawn)	1.7	0.8	0.3
O=C(COC(=O)c1cc2c(s1)CCCCC2)NC1CCS(=O)(=O)C1 (stereo not drawn)	4.0	3.4	-3.6
COC(=O)[C@]1(Cc2ccccc2)N[C@H](CN(C)C(=O)NC(C)C)[C@@H]2C(=O)N(C)C(=O)[C@@H]21	2.0	2.9	-6.0
O=C(COC(=O)C1CCN(c2ccc(C(F)(F)F)cn2)CC1)NCc1ccc(F)cc1	-1.9	-0.3	-5.4
CC1CCN(C(=O)COC(=O)C2CCN(S(=O)(=O)c3ccc4c(c3)OCCO4)CC2)CC1	0.9	1.0	1.4
COc1ccc(C(=O)OCC(=O)NCC2CCCO2)c(F)c1 (stereo not drawn)	0.1	0.2	-5.9
NC(=O)c1ccsc1NC(=O)COC(=O)COc1ccccc1[N+](=O)[O-]	15.3	10.7	-3.4
O=C(COC(=O)c1nc(Cl)ccc1Cl)Nc1ncc(Cl)cc1Cl	-0.6	0.4	-2.1

# The list continues.
canonical_smiles	OXTR agonist	V1aR counter	GalR3 antag
COc1cccc(NC(=O)CN(C)C(=O)COc2ccccc2Cc2ccccc2)c1	2.0	2.3	-1.3
CC1CCCCC1NC(=O)c1c(O)nc2ccccn2c1=O (stereo not drawn)	-1.6	-0.8	-2.8
Cc1ccccc1OCC(=O)OCC(=O)NCC1CCCCC1	-2.1	-0.6	-3.5
CCN(CC)S(=O)(=O)c1ccc(N2CCOCC2)c(NC(=O)CN2C(=O)NC(C)(c3ccccc3)C2=O)c1 (stereo not drawn)	-0.2	0.9	0.5
CC(C)N(Cc1ccccc1)C(=O)COC(=O)c1c(F)cccc1F	-0.6	-0.8	1.9
Cc1ccc(C(=O)CN2C(=O)NC3(CCCCCC3)C2=O)c(C)c1	-2.3	0.5	-2.5
CCOC(=O)c1nn(-c2ccc(F)cc2)c(=O)cc1OCC(=O)Nc1cccc(C)c1	-1.1	-1.4	-5.0
COc1ccc(CCC(=O)Nc2nnc(C)s2)cc1	-0.5	-0.7	-4.0
CCOc1ccc(C(=O)NNC(=O)CN2C(=O)NC3(CCCC3)C2=O)cc1	0.0	0.4	-0.5
CC(Oc1ccc(Br)cc1)C(=O)NCC(C)(C)N1CCOCC1 (stereo not drawn)	0.4	-0.1	-3.5

# More structures.
canonical_smiles	OXTR agonist	V1aR counter	GalR3 antag
COc1ccc(CC(=O)Oc2ccccc2Cl)cc1S(=O)(=O)N1CCOCC1	1.1	2.2	-6.2
O=C1NC(Cc2ccccc2)c2nc3cc(F)ccc3c(=O)n2-c2ccccc21 (stereo not drawn)	-0.7	1.5	-3.1
CCOc1ccc(CCNC(=O)COC(=O)c2ccc(S(C)(=O)=O)cc2)cc1OCC	-1.2	0.4	0.6
Cc1cc(C(=O)CCC(=O)Nc2ccc(S(N)(=O)=O)cc2)c(C)s1	-0.7	0.4	-1.2
CNC(C)C(=O)NC(C(=O)N1CCCC1C(=O)NNc1ccccc1)C(C)C (stereo not drawn)	0.8	1.2	-1.9
Cn1c(N)c(C(=O)COC(=O)/C=C/c2ccc(F)cc2)c(=O)n(C)c1=O	7.5	8.0	-5.0
Cc1cccc(-c2ccc3ncnc(NCc4cccnc4)c3c2)c1	-2.0	-1.2	-9.6
O=C(COC(=O)CNC(=O)C1CCCCC1)Nc1cc(C(F)(F)F)ccc1Cl	2.0	2.9	2.5
OCc1ccnc2oc3ccccc3c12	0.9	0.6	-5.9
O=C(NC1CC1)c1cccc(NC(=O)c2cnn(-c3ccccc3)n2)c1	5.6	4.6	-4.7

# (next part)
canonical_smiles	OXTR agonist	V1aR counter	GalR3 antag
COc1ccc(C(=O)COC(=O)C(O)c2ccccc2)c(OC)c1 (stereo not drawn)	2.0	1.4	-5.2
CC(C)(C)[C@H]1COC(=O)[C@H](Cc2ccc(F)cc2)CC/C=C/C[C@@H](CC(=O)N[C@H](CO)Cc2ccccc2)C(=O)N1	1.0	0.2	-3.6
O=C(CN1CCN(Cc2ccccc2)CC1)NNC(=O)c1ccccc1	-0.8	0.5	0.1
O=C(CNc1cccc(S(=O)(=O)N2CCCC2)c1)Nc1cccc(C(F)(F)F)c1	12.1	10.5	-7.6
O=C(CNC(=O)c1ccco1)NCc1ccc2c(c1)OCO2	1.4	0.2	-6.4
CCOc1ccc(NS(=O)(=O)c2ccc(C(=O)NC3CCN(Cc4ccccc4)CC3)cc2)cc1	2.6	0.6	-6.4
COc1ccc(NC(=O)CNc2cc(C)ccc2C)cc1S(=O)(=O)N1CCOCC1	0.9	0.9	1.6
COc1ccc([C@H]2CC(=O)C=C(c3ccnc4ccc(Cl)cc34)C2)cc1	10.9	7.7	7.3
O=C(CCNC(=O)c1ccc([N+](=O)[O-])cc1)NC1CCCCCC1	-0.5	0.2	-4.6
CCOC(=O)N1CCN(C(=O)CNC(=O)c2ccc(Cl)cc2Cl)CC1	0.0	4.2	-5.1

# (more compounds)
canonical_smiles	OXTR agonist	V1aR counter	GalR3 antag
O=C(c1cc(-c2ccc(Br)cc2)nc2ccccc12)N1CCC1	-1.7	-1.3	-3.9
N#Cc1ccc(OCC(=O)OCC(=O)NC2CC2)cc1	0.2	0.7	0.3
ClCc1c2ccccc2cc2ccccc12	-2.5	-0.5	-2.4
Cc1ccc(OCCNC(=O)CNC(=O)c2ccc3c(c2)OCO3)cc1	-1.7	-0.2	-3.6
COc1ccc(CC(=O)OC(C)C(=O)NCc2ccc3c(c2)OCO3)cc1OC (stereo not drawn)	0.9	0.2	4.4
CCOc1ccc(NC(=O)COC(=O)CN2CCCCCC2=O)cc1	0.4	2.6	-2.4
CC1CCC/C(=C\c2ccc(O)cc2)C1=O (stereo not drawn)	1.7	3.4	0.1
N#Cc1ccccc1S(=O)(=O)N1CCN(C(=O)C2CC(=O)N(c3ccc4c(c3)OCCO4)C2)CC1 (stereo not drawn)	-0.8	0.1	-2.9
Cc1noc(C)c1C(=O)OCC(=O)Nc1ccccc1SCC#N	3.9	3.1	-3.2
CCCCn1c(N)c(N(CC(C)C)C(=O)C2=NN(c3ccccc3)C(=O)CC2)c(=O)[nH]c1=O	-0.4	-0.1	-3.1

# Next part
canonical_smiles	OXTR agonist	V1aR counter	GalR3 antag
O=C(Nc1ccccc1N1CCOCC1)c1cc(Cl)c2c(c1)OCO2	-2.0	-1.0	-0.9
CN1CCN(C(CNC(=O)C(=O)NC2CCCC2)c2ccc(F)cc2)CC1 (stereo not drawn)	0.4	0.3	-1.1
Cc1cc(C(=O)OC(C)C(=O)N2CCc3ccccc32)ccc1[N+](=O)[O-] (stereo not drawn)	-1.5	-1.1	-6.0
CCOC(=O)N1CCC(NCCNC(=O)c2ccc(F)cc2)CC1	1.4	0.4	1.8
Cc1[nH]c2ccccc2c1C(=O)COC(=O)c1ccccc1O	5.0	3.5	-4.2
COc1ccccc1C1=CN(Cc2ccccc2)CCC1=O	1.2	1.5	3.0
CCOc1ccc(S(=O)(=O)NCCc2ccccn2)cc1	2.4	2.2	-6.1
N#CC1(NC(=O)CSc2nc3ccccc3o2)CCCCC1	1.7	1.6	-2.7
O=C(CCC(=O)N1CCN(S(=O)(=O)c2ccc([N+](=O)[O-])cc2)CC1)N1CCOCC1	0.6	0.3	-4.9
CCC(C)Sc1ccc([C@@H]2[C@@H]3C(=O)N(C)C(=O)[C@@H]3[C@]3(C(=O)OC)CCCCN23)cc1 (stereo partly drawn)	-1.8	-0.8	-4.7

# The list continues.
canonical_smiles	OXTR agonist	V1aR counter	GalR3 antag
COc1ccc(CCNC(=O)c2ccccc2C(=O)NCCc2ccc(OC)cc2)cc1	-2.0	0.7	0.4
C=CC[C@H](CC(=O)NCCO)C(=O)NC[C@@H](OC(=O)[C@H](CC=C)CC(=O)OC(C)(C)C)c1ccccc1	0.7	0.5	-5.7
Clc1ccc(Nc2ccc3ccccc3n2)cc1	-2.2	-0.4	2.1
O=C1N[C@@H](c2ccccc2)COC(=O)[C@@H](Cc2ccc(F)cc2)C/C=C\C[C@@H]1CC(=O)N(CCO)Cc1ccccc1	43.0*	35.7*	-5.5
Cc1ccc(S(=O)(=O)NCCC(=O)NCCc2ccc(S(N)(=O)=O)cc2)cc1C	0.4	1.6	4.5
Cc1ccccc1OCCC(=O)Nc1ccccc1C(=O)N1CCCCC1	-1.9	-0.8	-5.4
O=C(NCC1CCCO1)C(=O)NCC1CCCN1S(=O)(=O)c1ccccc1 (stereo not drawn)	-0.7	-0.5	-4.7
Cc1cc(C(=O)COC(=O)C2=COCCO2)c(C)n1-c1ccccc1	0.2	2.3	-4.5
O=C(c1ccncc1)N1CCN(S(=O)(=O)c2cccc(C(F)(F)F)c2)CC1	0.4	-0.2	-4.2
Cc1ccc(S(=O)(=O)N(C)CC(=O)Nc2ccccc2N2CCCC2)cc1	-2.5	-0.7	-8.8

# More results:
canonical_smiles	OXTR agonist	V1aR counter	GalR3 antag
COc1ccccc1NS(=O)(=O)c1cccc(C(=O)NNC(=O)C(C)NC(=O)c2ccco2)c1 (stereo not drawn)	1.0	0.5	-5.1
O=C1NC(Cc2ccccc2)c2nc3ccc(F)cc3c(=O)n2-c2ccccc21 (stereo not drawn)	6.1	-1.1	-7.8
COCc1ccc(C(=O)Nc2cccc(S(=O)(=O)N(C)c3ccccc3)c2)cc1	10.6	6.9	-8.3
COc1cc(C(=O)NC2CCCCCCC2)cc(OC)c1OC	-1.8	-0.3	4.1

# The list is partial; the hit share may differ from the screen's.
